Assay outcomes as filed in PubChem BioAssay.
Yeast lifespan up = extends the lifespan of yeast. S. cerevisiae growth with nicotinamide, OD615; deaD strain in restrictive glucose medium. inhibition of the nicotinamide effect, % at 10 µM. 130,000 tested, 0.68% active;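 active means inhibition above a set limit, placed 3 SD over the median of all compounds, cut at about 26% in these data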;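 further: 0% = nicotinamide-treated wells and 100% = cells grown without nicotinamide; some compounds called inactive have numbers as strong as hits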
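Test system – modified budding yeast, DeaD strain · Compound – single dose 10 µM compound, 0.25% DMSO · Times – culture preincubation 4 h, compound exposure 48 h, both 30 °C · Detection – optical density (absorbance) at 615 nm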
GALR2 blocker = antagonists of human galanin receptor 2 (GALR2); AID 828; inhibition, % at 4 µM; 140,000 tested, 0.39% active; O43603; GALR2-expressing cells, antagonist mode; in the data active means inhibition above about 27%;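 further: cells stimulated with galanin 1-16 at roughly its EC80; 0% = agonist challenge control and 100% = basal control without agonist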
Target sequence (O43603 whole entry, looked up): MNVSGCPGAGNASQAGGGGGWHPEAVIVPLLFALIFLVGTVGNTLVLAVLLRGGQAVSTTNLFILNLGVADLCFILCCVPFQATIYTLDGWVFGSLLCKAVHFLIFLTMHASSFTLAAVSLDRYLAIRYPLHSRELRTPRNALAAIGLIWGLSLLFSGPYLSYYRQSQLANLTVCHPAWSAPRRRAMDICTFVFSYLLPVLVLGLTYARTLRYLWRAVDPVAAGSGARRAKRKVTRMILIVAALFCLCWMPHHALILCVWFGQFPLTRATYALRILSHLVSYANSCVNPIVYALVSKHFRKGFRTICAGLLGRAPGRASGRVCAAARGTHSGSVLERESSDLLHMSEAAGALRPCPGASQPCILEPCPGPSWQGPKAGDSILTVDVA
Phagocytosis inh = blocks phagocytosis by macrophages | J774A.1 macrophage IgG-bead phagocytosis, imaging | inhibition, % at 5 µM | 110,000 tested, 0.07% active;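 active means inhibition above the mean of the plate negative controls plus 5 SD, cut at about 13% in these data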;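 further: phagocytic index as fraction of beads internalized from green versus red external bead signal; plate controls were DMSO negative control for no effect and cytochalasin-D positive control for full effect; some results beyond the cut were filed as inactive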
PTEN del growth = growth suppressors of cells with PTEN tumor suppressor deletion; HCT116 PTEN-null viability, CellTiter-Glo, 60 h; hits give low values; viability, % at 10 µM; 140,000 tested, 1.2% active;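 active means viability at or below a set limit, 4 SD under the median of all tested compounds, cut at about 3.7% in these data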;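 further: PTEN knockout HCT116 line with beta catenin targeted HCT116 as companion control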
MRP-1 activ = MRP-1 activation | H69AR cells + doxorubicin, viability rescue, CellTiter-Glo | viability increase, % at 10 µM | 140,000 tested, 0.61% active | AID 799;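 active means viability gain under doxorubicin at or above a set limit, the compound median plus 3 SD, cut at about 4.7% in these data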;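 further: MRP-1 overexpressing cells given doxorubicin 25 µM after compound pretreatment; 18-22 h compound pretreatment then 72 h with doxorubicin before readout; 0% = doxorubicin-only wells and 100% = vehicle-treated cells without doxorubicin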
Measles CPE = protection of cells from measles virus; Measles virus-infected cells, CPE protection, absorbance; protection (pct of control), % at 4 µM; 140,000 tested, 1.5% active; AID 841; in the data active means protection mostly above about 24%, no sharp cut-off; inactive means mostly below about 26%; further: some compounds called inactive have numbers as strong as hits
E-sel TNF inh = TNF alpha driven E-selectin expression inhibition; inhibition, % at 2 µM; AID 1246; HUVEC TNFa-induced E-selectin immunofluorescence, high content; 120,000 tested, 0.71% active;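 active means inhibition above the batch mean plus 3 SD, and confirmed as a hit on visual image review, cut at about 43% in these data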;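 further: 0% = TNF-stimulated DMSO wells and 100% = unstimulated control wells; not every result past the cut was called active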
bCat KO growth = beta-catenin-lacking colon tumor cell growth suppression; HCT116 beta-catenin knockout viability, CellTiter-Glo, 60 h; hits give low values; viability, % at 10 µM; 140,000 tested, 1.5% active; AID 818;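 active means viability at or under a set limit, the compound median less 4 SD, cut at about 6% in these data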;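 further: 0% = Hyamine 1622 control at 20 µM and 100% = untreated cell control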
BB579 growth dn = reduces growth of yeast BB579 in restrictive medium | inhibition, % at 10 µM | S. cerevisiae BB579 growth, OD615, 48 h | 140,000 tested, 0.51% active;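 active means inhibition above a set limit, 3 SD over the mean compound inhibition, cut at about 44% in these data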; further: inactives centre near -24
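Assay system: S. cerevisiae DeaD strain BB579 yeast. Medium: CSMM-D restrictive synthetic medium containing dextrose (glucose). Times: 4 h cell preincubation, 48 h compound exposure, 30 °C humidified. Signal: OD615 turbidity measurement. Benchmarks: positive control amphotericin B 10 µg/mL.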
NPY Y2 blocker = blocks the human neuropeptide Y Y2 receptor. NPY-Y2 expressing cells, antagonist mode. P49146. AID 793. 140,000 tested, 0.99% active. inhibition, % at 2.7 µM; in the data active means inhibition above about 17%;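 further: 0% = vehicle with agonist challenge and 100% = reference antagonist with challenge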
Target sequence (P49146 whole entry, looked up): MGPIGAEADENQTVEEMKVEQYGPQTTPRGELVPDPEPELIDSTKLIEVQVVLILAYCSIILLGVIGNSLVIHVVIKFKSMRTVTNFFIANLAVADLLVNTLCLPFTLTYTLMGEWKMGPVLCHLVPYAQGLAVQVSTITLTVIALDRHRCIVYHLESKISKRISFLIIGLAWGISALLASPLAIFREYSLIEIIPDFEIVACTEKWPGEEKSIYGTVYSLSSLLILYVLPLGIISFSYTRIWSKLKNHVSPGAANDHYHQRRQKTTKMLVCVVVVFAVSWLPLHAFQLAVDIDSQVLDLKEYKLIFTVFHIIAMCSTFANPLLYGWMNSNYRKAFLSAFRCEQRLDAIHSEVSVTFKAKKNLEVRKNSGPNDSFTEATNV
The depositor's hits bear a star; . = no result given.

[1] COc1ccc(Nc2nc(N)nc(CSc3nncn3C)n2)cc1
[2] Cc1ccc2[nH]cc(C(=O)CN3CCN(C)CC3)c2c1
[3] Cc1ccc(C(=O)CSc2nc(C)cc(C)c2C(N)=O)cc1
[4] N#C/C=C1/NC(=O)c2ccccc2S1
[5] COCCNC(=O)c1cc(-c2ccc(OC)c(OC)c2)on1
[6] CCOC(=O)C1=C(CC)Nc2ccccc2N=C1NC(=O)Nc1ccc(Cl)c(Cl)c1
[7] CC(=O)c1cccc(NC(=S)NC2CCCCC2)c1
[8] CCCc1cc(=O)oc2c(CN3CCCC3)c(O)ccc12

Screen / compound no.,1,2,3,4,5,6,7,8
Yeast lifespan up,-10,-7,3,-13,-15,-25,-2,-14
GALR2 blocker,-10,4,4,3,-2,1,-2,-4
Phagocytosis inh,0,0,0,0,.,-1,-3,-1
PTEN del growth,92,98,69,94,103,2.6*,78,90
MRP-1 activ,-0.1,-1.1,-0.3,-1.4,0.0,-5.6,-4.3,-0.7
Measles CPE,1,9,1,14,6,7,1,2
E-sel TNF inh,-8,-10,40,-26,-15,.,15,10
bCat KO growth,91,80,62,87,93,2.6*,81,77
BB579 growth dn,9,-54,26,-35,-27,-14,-39,-20
NPY Y2 blocker,1,0,1,1,2,8,5,3

Three records picked at random from those above, as already listed:
[6] CCOC(=O)C1=C(CC)Nc2ccccc2N=C1NC(=O)Nc1ccc(Cl)c(Cl)c1
[3] Cc1ccc(C(=O)CSc2nc(C)cc(C)c2C(N)=O)cc1
[1] COc1ccc(Nc2nc(N)nc(CSc3nncn3C)n2)cc1

Screen / compound no.,6,3,1
Yeast lifespan up,-25,3,-10
GALR2 blocker,1,4,-10
Phagocytosis inh,-1,0,0
PTEN del growth,2.6*,69,92
MRP-1 activ,-5.6,-0.3,-0.1
Measles CPE,7,1,1
E-sel TNF inh,.,40,-8
bCat KO growth,2.6*,62,91
BB579 growth dn,-14,26,9
NPY Y2 blocker,8,1,1

Next part:
[9] S=C(NCc1cccs1)Nc1ccccc1
[10] CCOc1ccc(S(=O)(=O)NN)cc1
[11] Cc1cc(Cl)ccc1OCC(=O)Nc1ccccc1CO
[12] Cc1ccc(CSCCNC(=O)CSCc2ccc([N+](=O)[O-])cc2)cc1
[13] Cc1ccc(-c2nc(-c3ccccc3)no2)cc1
[14] COc1ccc(OCc2cn3c(C)cc(C)nc3n2)cc1
[15] O=C(NCCc1c[nH]c2ccccc12)[C@@H]1C[C@H]1[C@@H](NP(=O)(c1ccccc1)c1ccccc1)c1ccccc1
[16] CCOC(=O)CNC(=O)CSc1ncnc2c1cnn2-c1ccc(C)cc1

Screen / compound no.,9,10,11,12,13,14,15,16
Yeast lifespan up,-2,-1,-7,-23,-13,2,4,-10
GALR2 blocker,2,11,-4,1,-16,-7,0,-8
Phagocytosis inh,-1,0,-1,0,0,0,.,0
PTEN del growth,90,99,106,78,94,100,57,65
MRP-1 activ,-3.3,2.1,-1.9,-0.7,-1.2,-0.1,-1.0,0.1
Measles CPE,7,13,11,9,12,5,1,4
E-sel TNF inh,.,0,9,-7,3,.,-18,-9
bCat KO growth,86,94,92,88,92,88,66,50
BB579 growth dn,-9,-15,-67,-12,-27,-16,2,-10
NPY Y2 blocker,3,5,3,5,5,1,-1,2

[17] CCOC(=O)c1nnc(-c2cccs2)nc1NC(C)C
[18] O=C1c2ccccc2C(=O)c2c(NCc3cccnc3)cccc21
[19] CCOC(=O)N1CCN(C(=O)CSc2nc3ccccc3c(=O)n2-c2ccccc2)CC1
[20] O=C(NCCc1ccc2c(c1)OCCO2)c1ccc(F)cc1
[21] CN(C=O)CP(=O)(O)CN1CCCCC1
[22] N#Cc1c(Cl)c(Cl)c2nnc(-c3ccc(Br)cc3)n2c1Cl
[23] COC(=O)c1cc(F)c(-n2cncn2)c(F)c1
[24] Oc1oc(-c2ccccc2)nc1C=Nc1cccc2ccccc12

Screen / compound no.,17,18,19,20,21,22,23,24
Yeast lifespan up,-9,-16,-14,-6,12,-4,-18,-18
GALR2 blocker,4,-10,-13,-4,-2,16,10,22
Phagocytosis inh,.,.,0,2,.,-1,.,0
PTEN del growth,98,74,97,82,104,79,99,91
MRP-1 activ,-5.3,-3.1,-1.6,4.2,-1.3,-2.7,-1.2,-0.8
Measles CPE,18,5,11,17,21,30,3,16
E-sel TNF inh,5,-9,-1,-1,.,-22,-17,3
bCat KO growth,98,79,86,100,94,86,93,92
BB579 growth dn,-10,-1,-24,-16,-17,-25,-16,-11
NPY Y2 blocker,5,0,-1,2,-2,4,2,10

[25] O=C(/C=C/c1ccc(F)cc1)N1CCN(c2ccccn2)CC1
[26] N#Cc1c(NC(=O)CSc2nc(N)cc(=O)[nH]2)sc2c1CCCCCC2
[27] CCNC(=O)N1C(CC(=O)OCC)C(=O)NC2CCCCC21 (stereo unspecified)
[28] COc1ccc(CNCC(O)(c2ccc(Cl)cc2)c2ccc(Cl)cc2)cc1
[29] COc1ccc(-n2nc3c(c2NC(=O)C24CC5CC(CC(C5)C2)C4)CS(=O)C3)cc1 (stereo unspecified)
[30] CCOC(=O)C1C(=O)OC2(CCOC(C)(C)C2)C1C(=O)OCC (stereo unspecified)
[31] Cc1ccc(NC(=O)CN(C)S(=O)(=O)c2cccc3cccnc23)cc1
[32] CC(C)OC(=O)c1c(N)n(CCCN2CCOCC2)c2nc3ccccc3nc12

Screen / compound no.,25,26,27,28,29,30,31,32
Yeast lifespan up,-4,-3,-7,22,-7,0,-9,-4
GALR2 blocker,4,-11,2,-6,0,-9,3,0
Phagocytosis inh,-6,0,-2,0,1,3,0,0
PTEN del growth,102,77,111,33,98,90,88,94
MRP-1 activ,-0.7,1.5,-0.1,-6.6,-1.1,-3.8,-0.7,-1.9
Measles CPE,6,16,5,5,8,18,49*,8
E-sel TNF inh,.,-7,-5,-7,.,.,.,22
bCat KO growth,96,60,107,33,92,86,97,91
BB579 growth dn,-27,-64,-22,-39,-49,-28,15,-4
NPY Y2 blocker,4,4,-1,6,7,0,2,1

[33] CCCN1CCC(NC(=O)Nc2ccc(F)cc2F)CC1
[34] COc1ccc(NC(=O)c2ccc(-c3ccccc3Cl)o2)cc1
[35] Cc1ccc(C2CC(C(F)(F)F)n3nc(C(=O)NCc4c(C)nn(C)c4C)c(Cl)c3N2)cc1 (stereo unspecified)
[36] Cc1cc2nc(-c3ccc(SCC(=O)N4CCOCC4)nc3)[nH]c2cc1C
[37] Cc1cc(/C=C2\SC(=Nc3ccccc3)NC2=O)c(C)n1-c1ccc(S(N)(=O)=O)cc1
[38] Oc1c(CN2CCOCC2)cc(-c2ccccc2)cc1CN1CCOCC1
[39] Cc1ccc(S(=O)(=O)N2CCN(S(=O)(=O)c3ccc(C)cc3)C3OCCOC32)cc1 (stereo unspecified)
[40] Cc1ccc(NS(=O)(=O)c2ccc(N/N=C/c3ccncc3)c([N+](=O)[O-])c2)c(C)c1

Screen / compound no.,33,34,35,36,37,38,39,40
Yeast lifespan up,1,-3,-9,13,-14,-16,-8,-5
GALR2 blocker,5,11,-5,-14,6,4,6,-9
Phagocytosis inh,2,.,-1,-5,.,.,0,3
PTEN del growth,87,96,51,32,13,98,95,79
MRP-1 activ,0.3,-0.8,6.4*,-1.9,-6.9,-4.0,-0.2,-3.2
Measles CPE,16,3,7,21,6,7,11,4
E-sel TNF inh,-6,.,-19,1,-18,6,.,.
bCat KO growth,89,92,71,36,14,92,95,69
BB579 growth dn,-49,-51,-13,-44,-31,-21,-64,-42
NPY Y2 blocker,4,5,3,2,-1,0,2,-2

[41] CC(C)(C)n1ncc2c(=O)n(CC(=O)N3CCCCCC3)cnc21
[42] COc1ccc(NC(=O)CSc2nc(C)cs2)cc1OC
[43] O=C(NCc1nnc(SCC(=O)N2CCCc3ccccc32)n1-c1ccccc1)c1cccc2ccccc12
[44] O=C(CSc1nc2ccccc2o1)Nc1nc2ccccc2s1
[45] CC1CCN(C(=O)CSc2nncn2-c2ccccn2)CC1
[46] O=C(Oc1cccc(-n2cnnn2)c1)C1CCCCC1
[47] O=C(NCc1ccc(Cl)cc1)c1ccc(Cn2cc(C(F)(F)F)ccc2=O)cc1
[48] CCOc1cc(C#N)c(NC(=O)c2ccco2)cc1OCC

Screen / compound no.,41,42,43,44,45,46,47,48
Yeast lifespan up,-13,-14,-9,-14,-8,-12,13,-14
GALR2 blocker,0,1,4,13,-16,-6,-8,5
Phagocytosis inh,-6,1,-11,0,.,0,.,1
PTEN del growth,102,92,109,86,91,124,84,33
MRP-1 activ,0.1,-1.1,1.5,-2.2,-1.5,0.3,1.5,-1.8
Measles CPE,25,3,7,6,5,12,10,7
E-sel TNF inh,29,16,-7,.,14,-1,-6,.
bCat KO growth,93,99,99,85,94,104,87,33
BB579 growth dn,-3,-14,0,-36,-10,-20,-53,-51
NPY Y2 blocker,-1,0,2,11,0,1,0,0

[49] O=C(CSc1n[nH]c(-c2ccccc2Br)n1)NCCN1C(=O)CSC1=O
[50] O=C(CSc1nc2ccccc2s1)NCCOc1ccccc1
[51] Cc1cccc(NC(=O)c2c(F)c(F)c(F)c(F)c2F)c1
[52] Cc1ccc(S(=O)(=O)N(C)Cc2cc3ccccc3[nH]c2=O)cc1
[53] COC(=O)c1cc(NC(=O)CN2CCC(C(N)=O)(N3CCCCC3)CC2)cc(C(=O)OC)c1
[54] CC1(C)Cc2c(sc3c2c(=N)n(Cc2ccco2)c(=O)n3Cc2ccc(F)cc2)CO1
[55] CCCOc1ccc(/C=N/Nc2ccccc2[N+](=O)[O-])c(O)c1
[56] CCN1CCN(c2nc3c(c(=O)[nH]c(=O)n3C)n2CCSc2nc3ccccc3s2)CC1
[57] CCOc1ccc(S(=O)(=O)N(CC(=O)N/N=C/c2ccc(-c3ccc([N+](=O)[O-])cc3)o2)c2ccccc2)cc1
[58] CC(C)NCC(O)COc1ccc2c(c1)CCC2 (stereo unspecified)

Screen / compound no.,49,50,51,52,53,54,55,56,57,58
Yeast lifespan up,6,-3,-1,-11,-2,-5,0,-6,-15,2
GALR2 blocker,6,-13,4,-5,4,3,11,5,3,8
Phagocytosis inh,-8,-4,0,4,-1,2,2,0,.,-10
PTEN del growth,90,91,68,106,102,52,46,82,29,88
MRP-1 activ,1.9,-0.1,-3.8,-1.1,-1.9,-2.8,-3.3,-4.2,-3.9,-1.2
Measles CPE,15,6,9,4,6,4,11,8,7,7
E-sel TNF inh,.,-5,-5,18,-10,-55,.,.,-18,.
bCat KO growth,96,84,86,96,97,68,48,84,23,94
BB579 growth dn,-16,6,37,-41,1,-23,-66,16,-21,-12
NPY Y2 blocker,1,8,12,3,0,5,0,-1,2,3

Entries shown so far with bromine, in the order listed:
[22] N#Cc1c(Cl)c(Cl)c2nnc(-c3ccc(Br)cc3)n2c1Cl
[49] O=C(CSc1n[nH]c(-c2ccccc2Br)n1)NCCN1C(=O)CSC1=O

Screen / compound no.,22,49
Yeast lifespan up,-4,6
GALR2 blocker,16,6
Phagocytosis inh,-1,-8
PTEN del growth,79,90
MRP-1 activ,-2.7,1.9
Measles CPE,30,15
E-sel TNF inh,-22,.
bCat KO growth,86,96
BB579 growth dn,-25,-16
NPY Y2 blocker,4,1
